Phagocyt inh – macrophage phagocytosis inhibition; hit rate 0.07% among 110,000; J774A.1 macrophage IgG-bead phagocytosis, imaging; inhibition, % at 5 µM;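 active means inhibition above the mean of the plate negative controls plus 5 SD, cut at about 13% in these data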;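 further: phagocytic index as fraction of beads internalized from green versus red external bead signal; plate controls were DMSO negative control for no effect and cytochalasin-D positive control for full effect; some results beyond the cut were filed as inactive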
Measles CPE – protection of cells from measles virus; Measles virus-infected cells, CPE protection, absorbance; protection (pct of control), % at 4 µM; hit rate 1.5% among 140,000; AID 841; in the data active means protection mostly above about 24%, no sharp cut-off; inactive means mostly below about 26%; further: some compounds called inactive have numbers as strong as hits
Yeast life ext – extends the lifespan of yeast | S. cerevisiae growth with nicotinamide, OD615; deaD strain in restrictive glucose medium | inhibition of the nicotinamide effect, % at 10 µM | hit rate 0.68% among 130,000;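 active means inhibition above a set limit, placed 3 SD over the median of all compounds, cut at about 26% in these data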;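 further: 0% = nicotinamide-treated wells and 100% = cells grown without nicotinamide; some compounds called inactive have numbers as strong as hits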
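Material: Modified budding yeast, DeaD strain | Medium: Restrictive glucose medium | Probe or stimulus: 1.5 mM nicotinamide | Dosing: Single dose 10 µM compound, 0.25% DMSO | Times: 48 h at 30 °C | Technique: OD615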
BB579 growth dn – yeast BB579 growth reduction in restrictive medium; hit rate 0.51% among 140,000; inhibition, % at 10 µM; S. cerevisiae BB579 growth, OD615, 48 h;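 active means inhibition above a set limit, 3 SD over the mean compound inhibition, cut at about 44% in these data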; further: inactives centre near -24
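System: DeaD yeast strain BB579; buffer or medium: CSMM-D dextrose restrictive medium; technique: OD at 615 nm; schedule: 4 h cell preincubation, 48 h compound exposure, 30 °C humidified; doses: single 10 µM dose; controls: amphotericin B 10 µg/mL, positive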
MRP-1 activ – activators of MRP-1; H69AR cells + doxorubicin, viability rescue, CellTiter-Glo; viability increase, % at 10 µM; hit rate 0.61% among 140,000;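 active means viability gain under doxorubicin at or above a set limit, the compound median plus 3 SD, cut at about 4.7% in these data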;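 further: MRP-1 overexpressing cells given doxorubicin 25 µM after compound pretreatment; 18-22 h compound pretreatment then 72 h with doxorubicin before readout; 0% = doxorubicin-only wells and 100% = vehicle-treated cells without doxorubicin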
bCat KO growth – beta-catenin-lacking colon tumor cell growth suppression; hit rate 1.5% among 140,000; HCT116 beta-catenin knockout viability, CellTiter-Glo, 60 h; hits give low values; viability, % at 10 µM; AID 818;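 active means viability at or under a set limit, the compound median less 4 SD, cut at about 6% in these data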;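 further: 0% = Hyamine 1622 control at 20 µM and 100% = untreated cell control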
GALR2 blocker – antagonists of human galanin receptor 2 (GALR2) | AID 828 | GALR2-expressing cells, antagonist mode | inhibition, % at 4 µM | O43603 | hit rate 0.39% among 140,000; in the data active means inhibition above about 27%;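 further: cells stimulated with galanin 1-16 at roughly its EC80; 0% = agonist challenge control and 100% = basal control without agonist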
Target sequence (O43603 whole entry, looked up): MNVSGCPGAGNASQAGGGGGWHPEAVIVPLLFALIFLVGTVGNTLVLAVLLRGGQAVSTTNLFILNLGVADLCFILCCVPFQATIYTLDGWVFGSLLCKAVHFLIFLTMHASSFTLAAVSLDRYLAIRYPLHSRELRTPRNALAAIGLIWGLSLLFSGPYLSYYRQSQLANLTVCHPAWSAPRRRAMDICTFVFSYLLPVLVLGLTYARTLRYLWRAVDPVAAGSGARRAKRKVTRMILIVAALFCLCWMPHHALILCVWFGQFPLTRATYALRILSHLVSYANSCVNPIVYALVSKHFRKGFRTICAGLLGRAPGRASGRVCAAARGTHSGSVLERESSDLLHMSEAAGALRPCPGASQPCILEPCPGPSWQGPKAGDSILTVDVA
E-sel TNF inh – blocks E-selectin expression induced by TNF alpha | HUVEC TNFa-induced E-selectin immunofluorescence, high content | inhibition, % at 2 µM | hit rate 0.71% among 120,000;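 active means inhibition above the batch mean plus 3 SD, and confirmed as a hit on visual image review, cut at about 43% in these data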;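 further: 0% = TNF-stimulated DMSO wells and 100% = unstimulated control wells; not every result past the cut was called active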
NPY Y2 blocker – antagonists of human neuropeptide Y receptor Y2; P49146; NPY-Y2 expressing cells, antagonist mode; inhibition, % at 2.7 µM; hit rate 0.99% among 140,000; AID 793; in the data active means inhibition above about 17%;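 further: 0% = vehicle with agonist challenge and 100% = reference antagonist with challenge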
Target sequence (P49146 whole entry, looked up): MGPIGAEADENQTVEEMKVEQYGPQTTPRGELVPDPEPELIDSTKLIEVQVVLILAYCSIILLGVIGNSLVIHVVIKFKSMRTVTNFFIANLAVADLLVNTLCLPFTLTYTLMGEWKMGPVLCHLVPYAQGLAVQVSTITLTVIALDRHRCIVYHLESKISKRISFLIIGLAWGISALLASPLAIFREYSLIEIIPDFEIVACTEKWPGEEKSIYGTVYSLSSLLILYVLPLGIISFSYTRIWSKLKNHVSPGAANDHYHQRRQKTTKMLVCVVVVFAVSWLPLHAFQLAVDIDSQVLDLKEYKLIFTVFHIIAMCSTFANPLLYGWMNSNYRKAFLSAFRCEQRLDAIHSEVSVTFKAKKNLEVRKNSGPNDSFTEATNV
HCT116 PTEN-null – PTEN-deleted cell growth suppression; hit rate 1.2% among 140,000; AID 827; viability, % at 10 µM; HCT116 PTEN-null viability, CellTiter-Glo, 60 h; hits give low values;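 active means viability at or below a set limit, 4 SD under the median of all tested compounds, cut at about 3.7% in these data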;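 further: PTEN knockout HCT116 line with beta catenin targeted HCT116 as companion control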
Starred values were filed as active, the others as inactive; . = no result given. Compounds were not picked by outcome; any-hit rate near 6.1%.

SMILES	Phagocyt inh	Measles CPE	Yeast life ext	BB579 growth dn	MRP-1 activ	bCat KO growth	GALR2 blocker	E-sel TNF inh	NPY Y2 blocker	HCT116 PTEN-null
CC(C)(C)c1ccc(S(=O)(=O)CC(O)CSc2nc3c(cc2C#N)CCCC3)cc1 (centres undefined)	.	6	-12	-25	-0.7	100	-7	3	8	100
O=C(Nc1cc(C(F)(F)F)ccc1Cl)C(=O)N1CCCCC1	-1	8	-5	-33	1.1	99	-4	-10	2	91
Brc1ccc(-c2nc3ccccc3s2)s1	0	28	-20	-24	-3.5	82	6	15	4	82
Cc1cccc(N2CCN(C(=O)C3CCCN(S(=O)(=O)c4cnc[nH]4)C3)CC2C)c1 (centres undefined)	.	9	-7	-17	-2.2	86	5	-5	2	85
Cc1ccc(-c2nnc(NCc3nc4ccccc4[nH]3)c3ccccc23)cc1S(=O)(=O)N1CCCCC1	-8	17	0	-44	-2.0	79	13	-33	-3	73
N#Cc1ccsc1NC(=O)CN1CCN(c2ccc(O)cc2)CC1	-4	10	0	-7	-3.4	81	5	.	6	75
COc1ccc2[nH]c(=O)c(CN(Cc3ccco3)Cc3nnnn3Cc3ccccc3)cc2c1	1	10	-7	-28	-3.3	89	-14	11	4	95
COc1ccc(C(=O)NCc2ccccc2)cc1Br	-8	5	-8	0	1.6	93	0	.	1	83
O=S1(=O)c2cccc3cccc(c23)N1Cc1ccc(-c2nnco2)cc1	-2	21	3	-44	-1.1	69	5	14	6	64
COC(=O)c1ccc(CSc2ncnc3sc(C)c(C)c23)o1	0	9	-9	-30	-1.9	92	14	-13	3	83
CN(C)S(=O)(=O)c1ccc2c(c1)nc(CCC(=O)NCC1CCCCC1)n2C	2	.	-7	-60	-0.6	93	-1	-37	1	95
COc1ccc(C(=O)Nc2ccccc2C(=O)O)cc1Cl	-7	15	5	-41	-1.4	94	-11	.	3	97
C[N+]1(CCCCCCC(=O)/C=N/O)CCCCCC1	-1	32*	-9	8	-0.9	88	-10	22	5	98
CC(C)(C)NC(=O)C(c1ccccn1)N(C(=O)C1CSC(=O)C1)c1ccc(F)cc1 (centres undefined)	.	8	-8	-24	-1.2	88	5	-5	0	98
CCOC(=O)C1CC=C(Cl)CC1C(=O)Nc1nccs1 (centres undefined)	-1	9	-14	-9	2.6	87	1	11	0	85
Cc1cccc(N2C(=O)CC(N(O)c3ccccc3)C2=O)c1 (centres undefined)	1	14	-3	-13	-3.6	88	-1	-11	2	101
CSc1ncc(C(=O)O)n1-c1ccc(F)cc1	-1	5	-3	14	-1.1	100	-9	.	4	100
COc1ccc(C2=NOC(C(=O)NC3CCCCC3)C2)cc1OC (centres undefined)	.	10	-2	-49	1.1	104	1	19	1	102
O=C(Nc1nc(-c2ccccc2)cs1)c1ccc(Br)o1	.	4	-9	-46	6.9*	96	-6	.	9	100
CC(=O)N1CN(C2CC(C)(C)NC(C)(C)C2)Cc2c1sc1c2CCCC1	-2	17	-2	6	0.4	90	4	.	4	79
Cc1ccc(CN2CCN(/N=C\C(Br)=C\c3ccccc3)CC2)cc1	-5	22	23	-28	-3.2	93	13	.	7	87
O=C(O)CCN1C(=O)C(=C2CCCCCC2)SC1=S	-1	28	-5	-2	-1.1	97	0	.	4	95
COc1ccc(-c2nc3ccccc3c(=O)n2CCCN2CCOCC2)cc1	-1	9	-10	-16	-0.5	90	-4	7	1	105
Cc1ccc(-c2nnc(N3CCOCC3)c3ccccc23)cc1S(=O)(=O)NCC1CCCO1 (centres undefined)	0	12	-14	-43	-4.1	90	1	2	2	88
COc1cc(NC(=O)c2ccco2)c(OC)cc1NC(=O)CCC(=O)Nc1cc(C)ccc1C	1	24	-10	-22	-2.6	109	-4	26	0	90

New compounds follow:
SMILES	Phagocyt inh	Measles CPE	Yeast life ext	BB579 growth dn	MRP-1 activ	bCat KO growth	GALR2 blocker	E-sel TNF inh	NPY Y2 blocker	HCT116 PTEN-null
O=C(CN1C(=O)C2C3C=CC(C3)C2C1=O)N1CC(=O)N(CCc2ccccc2)C(=O)C1 (centres undefined)	0	9	-1	-51	-0.2	98	7	.	2	97
O=C(O)C1C2C=CC(C2)C1C(=O)NCCc1ccncc1 (centres undefined)	4	12	-6	-25	0.6	103	1	-11	0	104
COc1ccc(-n2c(SCC(=O)Nc3ccc4c(c3)OCO4)nc3ccccc3c2=O)cc1	1	14	0	-63	-1.4	96	5	6	5	86
CCc1nnc(NC(=O)CSc2nnc(Cc3ccccc3)n2Cc2ccccc2)s1	0	5	-7	-16	-1.8	94	6	-9	3	103
CCCCCCOc1ccc(N2C(=O)CC(N3CCC(C(=O)OCC)CC3)C2=O)cc1 (centres undefined)	0	28	-8	-55	-0.9	91	-8	.	2	99
Cc1ccc(Cn2ccc(NC(=O)c3cc(-c4cccc(Cl)c4)on3)n2)cc1	0	4	6	-33	-1.4	89	-2	.	7	87
O=c1c2cnn(-c3ccccc3)c2ncn1Cc1ccccc1	.	5	-5	-30	-2.5	89	0	-28	3	93
N#Cc1nc(COc2ccc(F)cc2)oc1N1CCN(Cc2ccccc2)CC1	-1	5	55	-66	2.3	64	3	.	32*	68
CCOC(=O)CNC(=O)CSc1nnc(Cn2c(=O)sc3ccccc32)n1C	.	18	-1	-31	-3.0	91	1	-25	3	95
COc1ccc(OC)c(NC(=O)CSc2nnc(CNc3ccc(F)cc3)o2)c1	0	25	-24	-5	-2.6	101	9	7	3	98
CS(=O)(=O)Nc1ccccc1C(=O)Nc1ccccc1Cl	.	2	.	-13	-2.1	92	7	-4	7	91
CCCC(C)C(=O)Nc1ccc(Cl)cn1 (centres undefined)	1	3	-23	-36	-3.5	73	-12	-16	6	78
COc1ccccc1C(c1nnnn1Cc1ccccc1)N1CCN(c2nc3ccccc3s2)CC1 (centres undefined)	2	10	0	-54	2.1	65	2	-21	9	60
COc1cc(Cl)nn(-c2ccccc2)c1=O	1	15	2	-21	-0.1	92	-5	.	1	94
Cc1ccc(OCCCCNC(C)(C)C)c([N+](=O)[O-])c1	-7	19	8	-36	-0.4	90	4	-1	0	90
CC(O)c1cccc(NC2=CC(=O)CC(C)(C)C2)c1 (centres undefined)	2	19	-6	-10	-1.2	101	-9	-30	1	106
CCCNC(=O)Cn1c(=O)/c(=C\c2ccc(-c3ccc([N+](=O)[O-])cc3)o2)s/c1=C\C(=O)C(C)(C)C	-9	6	1	-29	-4.3	12	2	.	-3	7
N#Cc1ccccc1Sc1ccccc1C(=O)Nc1ccc2ccccc2c1	-6	4	-2	-14	-1.7	81	6	19	15	68
O=C(CSc1ncn[nH]1)c1ccc2c(c1)OCCO2	-2	28	-11	-34	-0.2	99	-1	20	6	98
COc1cc2nc(COc3ccccc3[N+](=O)[O-])oc(=O)c2cc1OC	-12	10	-1	-3	0.0	99	-2	-4	0	106
Cc1ccc(OCC(=O)n2cnnc2N)c(C)c1	1	5	-25	-13	-1.6	87	9	-44	2	91
CC1(C)CC(NC(=O)COc2ccc3ccccc3c2)CC(C)(C)N1	-4	21	-11	-25	-2.3	89	9	-28	1	85
O=C(COc1ccc(F)cc1)N1CCC(c2ccccc2)C1 (centres undefined)	.	4	.	-39	-2.5	92	6	18	2	107
C=Cn1nc(C)c2ccccc2c1=O	.	22	-10	-35	1.3	94	9	2	2	104
CC(=O)Nc1ccc(NC(=O)CN2CCCC(C)C2)c(Cl)c1 (centres undefined)	0	33	-1	-18	2.2	113	17	-41	6	116

12 structures from above, ordered by length of the SMILES, lowest first:
SMILES	Phagocyt inh	Measles CPE	Yeast life ext	BB579 growth dn	MRP-1 activ	bCat KO growth	GALR2 blocker	E-sel TNF inh	NPY Y2 blocker	HCT116 PTEN-null
C=Cn1nc(C)c2ccccc2c1=O	.	22	-10	-35	1.3	94	9	2	2	104
CCCC(C)C(=O)Nc1ccc(Cl)cn1 (centres undefined)	1	3	-23	-36	-3.5	73	-12	-16	6	78
Cc1ccc(OCC(=O)n2cnnc2N)c(C)c1	1	5	-25	-13	-1.6	87	9	-44	2	91
CC(O)c1cccc(NC2=CC(=O)CC(C)(C)C2)c1 (centres undefined)	2	19	-6	-10	-1.2	101	-9	-30	1	106
Cc1ccc(OCCCCNC(C)(C)C)c([N+](=O)[O-])c1	-7	19	8	-36	-0.4	90	4	-1	0	90
N#Cc1nc(COc2ccc(F)cc2)oc1N1CCN(Cc2ccccc2)CC1	-1	5	55	-66	2.3	64	3	.	32*	68
COc1ccc(OC)c(NC(=O)CSc2nnc(CNc3ccc(F)cc3)o2)c1	0	25	-24	-5	-2.6	101	9	7	3	98
Cc1ccc(Cn2ccc(NC(=O)c3cc(-c4cccc(Cl)c4)on3)n2)cc1	0	4	6	-33	-1.4	89	-2	.	7	87
CCCCCCOc1ccc(N2C(=O)CC(N3CCC(C(=O)OCC)CC3)C2=O)cc1 (centres undefined)	0	28	-8	-55	-0.9	91	-8	.	2	99
COc1ccccc1C(c1nnnn1Cc1ccccc1)N1CCN(c2nc3ccccc3s2)CC1 (centres undefined)	2	10	0	-54	2.1	65	2	-21	9	60
O=C(CN1C(=O)C2C3C=CC(C3)C2C1=O)N1CC(=O)N(CCc2ccccc2)C(=O)C1 (centres undefined)	0	9	-1	-51	-0.2	98	7	.	2	97
CCCNC(=O)Cn1c(=O)/c(=C\c2ccc(-c3ccc([N+](=O)[O-])cc3)o2)s/c1=C\C(=O)C(C)(C)C	-9	6	1	-29	-4.3	12	2	.	-3	7

The results go on.
SMILES	Phagocyt inh	Measles CPE	Yeast life ext	BB579 growth dn	MRP-1 activ	bCat KO growth	GALR2 blocker	E-sel TNF inh	NPY Y2 blocker	HCT116 PTEN-null
Cc1ccc(S(=O)(=O)Nc2ccc(NC(=O)Nc3cccc(C(F)(F)F)c3)cc2)cc1	-7	7	-2	-32	-6.2	1.2*	6	-50	-6	1.6*
O=C(O)CSc1nc2c(cnn2-c2ccccc2)c(=O)n1-c1ccc(Br)cc1	-5	10	9	-49	-0.4	99	-4	2	1	98
O=C(O)C(Cc1ccccc1)n1cnnn1 (centres undefined)	6	7	-6	-35	-0.6	99	19	4	3	92
CCCc1nc2ccccc2c(C(=O)OCc2nnc(-c3cc(OC)c(OC)c(OC)c3)o2)c1CC	-2	12	-6	-38	-3.8	70	-11	-22	7	70
O=[N+]([O-])c1ccc2[nH]nc(-c3ccccc3)c2c1	-6	3	-10	-29	1.6	75	-1	.	-2	72
NCCCC[C@@H]1NC(=O)c2cc([N+](=O)[O-])cc(F)c2NCCCC[C@@H](C(N)=O)NC(=O)CNC1=O	.	4	7	-20	-0.5	94	3	-28	0	98
O=C(CCS(=O)(=O)c1ccccc1)Nc1nccs1	0	5	-6	2	-5.5	57	-2	12	-1	50
O=C(Nc1ccccc1)c1ccccc1OCC(O)CN1C(=O)c2ccccc2S1(=O)=O (centres undefined)	-2	7	-9	15	0.1	108	17	22	7	97
CC(C)(C)NC(=O)NC(=O)COC(=O)C1=COCCO1	-1	17	-1	-53	1.6	90	3	4	0	103

Assay outcomes as filed in PubChem BioAssay.
